Screening data as filed in PubChem BioAssay.
Tb PFK inh: blocks T. brucei phosphofructokinase; O15648; T. brucei PFK, ADP-Glo luminescence; Potency, µM (doses to about 57.5 µM), without a hit: at the top dose activity, negative = inhibition, usual class: inhibitors; actives 0.17% (n = 330,000); AID 485367;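 further: potency means the concentration at half of the fitted maximal effect; 0% = uninhibited 1x PFK enzyme wells and -100% = no-enzyme wells; nearly all actives have a fitted effect of over 60% in size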
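Compounds were pin-transferred as a titration series up to 57 uM into substrate buffer (0.5 mM F6P, 0.1 mM ATP, pH 8.0), then 1.25 nM PFK was added and reactions ran 45 min before ADP-Glo detection.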
a7 integrin act: activators of alpha7 integrin expression for muscular dystrophy. alpha7betagal myoblasts, beta-gal FDG fluorescence, 48 h. Potency, µM (series often up to 38.3 µM), for the others: at the highest dose activation, most hits filed as activators. actives 0.064% (n = 350,000). AID 624291;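 further: potency means the concentration at half of the fitted maximal effect; 100% = response of the positive control SU9516; nearly all actives have a fitted effect of over 60% in size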
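Alpha7betagal+/- myoblasts (passage 13) were plated 16-24 hr, then exposed to compounds (1:260 dilution of DMSO stock) for 48 hours at 37C. After MPER lysis, β-galactosidase reporter activity was read as FDG fluorescence (ex 480/em 540) after 30 minutes.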
Giardia kill: kills Giardia lamblia. Giardia lamblia trophozoite viability. activity change, % at 7.66 µM, hits read low. actives 0.15% (n = 340,000); in the data active means activity change below about -80%; inconclusive means between about -30% and that limit;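 further: parasites exposed to compound for two days anaerobically before the ATP read; on the % scale 0 is the no-effect control and ±100 the full control effect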
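Giardia lamblia trophozoites (100 cells/well) were incubated with compounds for 48 h at 37 deg C under anaerobic conditions. Viability was read as ATP content by one-step luminescence after 15-30 min at room temperature.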
GALK inhibitor: galactokinase (human) inhibition | actives 0.007% (n = 270,000) | Potency, µM (titrated, usually from 57.5 µM), for the others: at the highest dose activity change, negative = inhibition, usual class: inhibitors | AID 1868 | Purified GALK, Kinase-Glo residual ATP luminescence | P51570; further: potency means the concentration at half of the fitted maximal effect; on the % scale 0 is the no-effect control and ±100 the full control effect
Target sequence (P51570 whole entry, looked up): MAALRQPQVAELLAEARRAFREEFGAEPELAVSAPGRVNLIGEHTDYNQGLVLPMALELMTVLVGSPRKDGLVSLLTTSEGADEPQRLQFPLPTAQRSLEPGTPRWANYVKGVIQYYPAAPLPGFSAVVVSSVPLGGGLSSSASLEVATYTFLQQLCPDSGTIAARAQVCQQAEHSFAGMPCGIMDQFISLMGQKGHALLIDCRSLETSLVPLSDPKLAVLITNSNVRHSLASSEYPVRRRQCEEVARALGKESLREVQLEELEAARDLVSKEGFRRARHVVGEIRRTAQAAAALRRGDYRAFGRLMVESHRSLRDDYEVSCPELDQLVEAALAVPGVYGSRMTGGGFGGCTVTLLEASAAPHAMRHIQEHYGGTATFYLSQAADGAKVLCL
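Quantitative HTS: GALK 5 nM, ATP 35 uM, galactose 100 uM, 1 h room temperature, then luciferase-based ATP detection.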
PKM2 activator: PKM2 (human) enzyme activation. P14618. purified PKM2, Kinase-Glo ATP luminescence, activation; response scale: 0% is enzyme alone, no compound. Potency, µM (top dose mostly 57.5 µM), for the others: at the top dose activation, most hits filed as activators. actives 0.34% (n = 260,000). AID 1631; further: potency means the concentration at half of the fitted maximal effect; on the % scale 0 is the no-effect control and ±100 the full control effect; nearly all actives have a fitted effect of over 55% in size
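Kinase-Glo luminescence reports ATP generated from ADP (0.1 mM) and PEP (0.5 mM) by purified hPK-M2 after 1 h at room temperature, pH 7.2 imidazole buffer; intermediate enzyme activity allows detecting inhibitors and activators.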
TSG101-PTAP inh: blocks PTAP/TSG101 interaction to inhibit HIV-1 budding; Potency, µM (doses to about 115 µM), for inactives: at the top dose activity change, negative = inhibition, actives largely listed as inhibitors; 340,000 tested, under 10 active; Fluorescence polarization, FITC-PTAP peptide / Tsg101 binding; AID 493005; active means well fitted inhibition curve with a large enough effect in the main read-out, with a control signal flat, not every such curve was filed as active; inconclusive means small, poorly fitted or top-dose-only effect, or effect the other way, or a change in a side signal; inactive means no such curve, though single readings can be large or run the other way; further: potency means the concentration at half of the fitted maximal effect; % of control where 0% means no effect
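Steps: Tsg101 binding domain dispensed (10 uM final), compounds pinned in DMSO, FITC-labeled PTAP-motif peptide added (50 nM final); after 20 min binding at room temperature, polarization measured.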
B2AR arrestin: agonists driving beta-arrestin recruitment to human beta2-adrenergic receptor; AID 492947; Potency, µM (highest dose often 46.1 µM), inactives show at the top dose activation, most hits filed as activators; actives 0.02% (n = 330,000); beta-arrestin recruitment to beta2AR, cell-based reporter; P07550;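 further: potency means the concentration at half of the fitted maximal effect; 0% = DMSO controls and full agonism = EC100 isoproterenol or metaproterenol; nearly all actives have a fitted effect of over 65% in size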
Menin MLL FP TR: menin-MLL binding inhibition, Texas Red mutant peptide; O00255; Menin + Texas Red MLL mutant peptide, fluorescence polarization; Potency, µM (highest dose often 61.6 µM), for inactives: top-dose FP activity change, negative = inhibition, most hits filed as inhibitors; actives 0.23% (n = 270,000); AID 1768; active means well fitted inhibition curve with a large enough effect in the polarisation, with a control signal flat, not every such curve was filed as active; inconclusive means small, poorly fitted or top-dose-only effect, or effect the other way, or a change in a side signal; inactive means no such curve, though single readings can be large or run the other way; the % refers to the polarisation; further: potency means the concentration at half of the fitted maximal effect; % of control where 0% means no effect; many of its hits are not listed in these tables
FBPA coupling cs: counter-screen for Giardia aldolase inhibitors: coupling enzyme system; coupling enzyme system counterscreen, AmpLite Red fluorescence; activity change, negative = inhibition, % at 58.2 µM, hits read low; actives 0.67% (n = 290,000); AID 2472; in the data active means activity change below about -30%; further: on the % scale 0 is the no-effect control and ±100 the full control effect
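First, compound is pin-transferred into glyceraldehyde-3-phosphate coupling-enzyme reagent at 57.5 uM final and held 10 min at RT. Next, substrate, coupling system and AmpLite Red are added. After 20 min RT, fluorescence (525/598 nm) is read.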
ASM inhibitor: inhibitors of human secretory acid sphingomyelinase; placental ASM, HMU-PC fluorogenic substrate, 60 min; actives 0.006% (n = 340,000); Potency, µM (titrated, usually from 57.5 µM), without a hit: at the top dose activity change, negative = inhibition, actives largely listed as inhibitors; P17405; further: potency means the concentration at half of the fitted maximal effect
Target sequence (P17405 47-631 limits assumed): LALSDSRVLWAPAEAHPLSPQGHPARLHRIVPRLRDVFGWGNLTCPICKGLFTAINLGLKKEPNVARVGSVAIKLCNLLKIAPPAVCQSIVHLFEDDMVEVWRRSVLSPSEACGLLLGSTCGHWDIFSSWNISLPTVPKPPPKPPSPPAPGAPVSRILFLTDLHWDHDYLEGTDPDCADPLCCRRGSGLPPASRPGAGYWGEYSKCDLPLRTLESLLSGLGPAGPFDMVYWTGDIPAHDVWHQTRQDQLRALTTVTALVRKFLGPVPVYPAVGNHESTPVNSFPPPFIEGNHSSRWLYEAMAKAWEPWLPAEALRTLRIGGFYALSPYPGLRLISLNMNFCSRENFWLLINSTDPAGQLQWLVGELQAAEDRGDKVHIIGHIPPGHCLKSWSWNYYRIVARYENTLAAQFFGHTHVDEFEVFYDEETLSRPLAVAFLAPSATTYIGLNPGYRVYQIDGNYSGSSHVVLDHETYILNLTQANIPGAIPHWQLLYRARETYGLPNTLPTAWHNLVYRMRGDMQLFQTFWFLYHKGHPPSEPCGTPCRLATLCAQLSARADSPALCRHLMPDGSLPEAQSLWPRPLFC
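qHTS format. ASM enzyme prepared from human placenta hydrolyses the fluorogenic substrate HMU-PC0 (9 uM final) over 60 min at 37 °C after a 10 min compound preincubation.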
BCR signal inh: chronic active BCR signaling inhibition; actives 0.05% (n = 340,000); Potency, µM (titrated, usually from 46.1 µM), for the others: at the top dose ratio change, negative = lower green/red ratio, most hits filed as inhibitors; ABC-DLBCL IkBa-CBG/CBR reporter, luminescence ratio, 4 h; active means well fitted inhibition curve with a large enough effect in the signal ratio, with a control signal flat, not every such curve was filed as active; inconclusive means small, poorly fitted or top-dose-only effect, or effect the other way, or a change in a side signal; the % refers to the signal ratio;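 further: potency means the concentration at half of the fitted maximal effect; plate controls were basal doxycycline-induced cells for no effect and cells given 10 µM MG132 for full effect; MG132 reads +100%, hits lower the ratio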
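TMD8 ABC-DLBCL cells carrying doxycycline-inducible green luciferase fused to IkappaBalpha plus unfused red luciferase were exposed to compounds (up to 46 uM) for 4 hrs at 37C. Activity came from the overlap-corrected green/red luminescence ratio.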
* = called active by the depositor; i = inactive; ? = inconclusive; nt = not tested or not shown; [ ] = another dose, or the depositor's remark. Unless noted, the call rests on the fitted dose curve; in most records, active means well fitted curve in the direction sought with a large enough effect; inconclusive means small, poorly fitted or top-dose-only effect, or another doubt; inactive means no such curve, though single readings can be large; an effect the other way counts as inactive or inconclusive. This is a subset; count on the stated rates, not on these rows.

SMILES	Tb PFK inh	a7 integrin act	Giardia kill	GALK inhibitor	PKM2 activator	TSG101-PTAP inh	B2AR arrestin	Menin MLL FP TR	FBPA coupling cs	ASM inhibitor	BCR signal inh
Nc1cc(C(=O)OCC(=O)N2CCCC2)ccc1Cl	1%	7%	3	0%	-3%	-5%	0.2%	6%	4	2%	-21%
COc1ccccc1CCNC(=O)C(=O)Nc1cc2c3c(c1)C(C)C(=O)N3CCC2 (stereo not drawn)	15%	-8%	48[activator]	nt	nt	-1%	0.1%	nt	nt	-2%	-6%
CCn1c(SCC(=O)N=Nc2c(O)[nH]c3ccccc23)nnc1-c1ccc(C(C)(C)C)cc1	-2%	nt	nt	2%	-5%	nt	-0.9%	-19%	-2	nt	1%
CCC(C)(C)n1nnnc1C(c1cc2cccc(C)c2[nH]c1=O)N1CCCC1 (stereo not drawn)	-10%	-11%	-9	0%	4%	-6%	-0.2%	-16%	-4	9%	0%
O=C(Cn1c(O)c(/C=C2\C=Nc3ccc(Br)cc32)sc1=O)N1CCCC1	-5%	-13%	-2	-3%	-12%	4%	0.2%	-5%	-3	-1%	-15%
O=C(CCCOc1ccc(Cl)cc1Cl)NCc1ccccn1	-25%	3%	3	3%	2%	1%	0.3%	1%	2	2%	0%
CCOc1ccccc1NC(=O)C(c1ccccc1)N1CCN(CC(=O)N2CCCC2)CC1 (stereo not drawn)	0%	6%	5	nt	nt	-9%	0.1%	nt	nt	2%	?
CCCC(CCC(=O)Nc1ccc(C(=O)OCC)cc1)C(=O)O (stereo not drawn)	1%	0%	16	-2%	0%	0%	-1.0%	-16%	3	2%	-1%
CCCOc1cccc(C2C(C(=O)c3ccc(C)o3)=C(O)C(=O)N2c2nc(C)c(C(C)=O)s2)c1 (stereo not drawn)	-1%	-25%	-1	-6%	14%	-8%	0.4%	?	7	14%	?
COC(=O)[C@H]1C[C@@H]1[C@H](NC(=O)[C@H]1C[C@@H]1[C@H](NC(=O)OCc1ccccc1)c1ccccc1)c1ccccc1	9%	-4%	7	nt	-3%	0%	-3.0%	-2%	-5	2%	5%
O=C(COC(=O)c1ccccc1)c1ccc(Br)cc1	-5%	5%	3	-2%	-8%	-3%	0.1%	-28%	-1	-1%	?
CCn1c(CNC(=O)c2cccnc2)cc2ccccc21	-6%	21%	-8	-2%	-3%[11.5 µM]	-3%	0.0%	-5%	1	0%	2%
CCCCC(=NCCc1c(C)[nH]c2ccccc12)C1=C(O)CC(c2ccccc2)CC1=O (stereo not drawn)	-17%	39%	34[activator]	-2%	-5%	-2%	0.0%	-5%	-6	-4%	14%
CCCCn1c(NC(=O)CC)c(C#N)c2nc3ccccc3nc21	3%	-4%	10	0%	-1%	-9%	-0.3%	-19%	-1	i	14%
COc1ccc(NC(=O)C2=C(C)Nc3nc(CCCO)nn3C2c2ccc(OC)c(OC)c2)cc1 (stereo not drawn)	0%	16%	-1	-2%	4%	1%	0.2%	11%	2	2%	1%
O=C(O)c1ccccc1NC(=O)C1CCN(S(=O)(=O)c2cccc3nsnc23)CC1	-3%	0%	6	12%	0%[0.46 µM]	0%	0.1%	49%[activator]	11	4%	1%
Cc1cccc(NC(=S)NNC(=O)COc2ccc(Cl)cc2Cl)c1	0%	14%	8	0%	-14%	-1%	2.5%	?	8	2%	9%
COc1cc(-c2nc(-c3ccccn3)no2)cc(OC)c1OC	-2%	25%	10	9%	-5%	-7%	0.3%	5%	1	0%	?
Cc1ccc(-n2nc3c(c2NC(=O)/C=C\c2ccc4c(c2)OCO4)CSC3)cc1	8%	0%	8	nt	0%	3%	-1.3%	-11%	1	7%	-6%
Cc1cc(C)c(C)c(S(=O)(=O)N2CCN(C(=O)C3CCC3)CC2)c1C	-1%	5%	3	nt	nt	-6%	-1.7%	nt	nt	1%	-10%
CCOC(=O)C1CCCN(C2CC(=O)N(c3ccc(C)cc3)C2=O)C1 (stereo not drawn)	7%	-11%	3	2%	0%	-11%	-0.2%	1%	3	1%	-12%
COc1cc(NC(=O)c2cccs2)c(OC)cc1NC(=O)CCn1nnc2ccccc21	2%	26%	12	2%	-2%	-14%	-0.8%	0%	1	-5%	-1%
CCn1ncc(C2=NOC(C(=O)Nc3cc(OC)c(Cl)cc3OC)C2)c1C (stereo not drawn)	-3%	-10%	-10	-6%	1%	0%	0.0%	-14%	-1	4%	2%
C=CCn1c(SCC(=O)Nc2ccccc2OC)nc(O)c(CC)c1=O	0%	5%	-13	7%	-2%	-7%	-0.4%	6%	2	2%	-1%
S=C(NCC1CCCO1)Nc1cccc2ccccc12 (stereo not drawn)	6%	-62%[inhibitor]	?	1%	-2%	-1%	-1.0%	9%	3	3%	7%
COc1ccccc1C(=O)Nc1ccc(S(=O)(=O)Nc2cc(C)on2)cc1	0%	6%	-10	1%	3%	-5%	-0.9%	3%	0	1%	2%
COc1ccc(C(=O)C2CCCN(C(=O)/C=C/c3cnc[nH]3)C2)c(C)c1 (stereo not drawn)	-7%	-19%	-9	2%	-1%	-2%	-0.7%	nt	nt	1%	?
COc1ccc2cc(C=O)n(C)c2c1	-14%	9%	-25	nt	nt	-2%	0.1%	nt	nt	0%	?
Cc1ccc(C(=O)O/N=C(\N)c2ccccn2)cc1C	-13%	-9%	1	8%	-32%	1%	-1.1%	-6%	1	1%	?
COc1ccc(NC(=O)c2sc(NC(=O)COc3ccccc3)nc2C)cc1	-3%	12%	-6	1%	-12%	-1%	-0.3%	nt	0	10%	?
Cc1ccc(NC(=O)CN2CCOCC2)cc1Cl	4%	0%	-4	-1%	nt	-3%	0.1%	-8%	-1	6%	0%
O=C(OCc1cnc(Cl)s1)c1ccccc1Cl	1%	-9%	0	-1%	6%	-2%	-0.1%	-1%	-3	2%	-7%
CCc1ccc(NC(=O)COC(=O)c2cccs2)cc1	-2%	-33%[inhibitor]	2	1%	nt	-6%	0.1%	14%	0	-2%	?
CC1CCN(C(=O)c2cccc(S(=O)(=O)N3CCN(c4ccccc4)CC3)c2)CC1	-5%	-1%	-7	nt	nt	-2%	0.0%	nt	nt	1%	-2%
COc1ccccc1NC(=O)N1CCCC1C(=O)NCc1ccccc1 (stereo not drawn)	-1%	-25%	8	4%	-1%	-8%	-0.4%	-17%	1	-1%	0%
CC(C)(CC(=O)O)CC(=O)Nc1ccc(Cl)c(Cl)c1	5%	6%	0	-4%	3%	-2%	0.4%	nt	7	-2%	-8%
CC(C)Sc1nc2c([nH]c3ccccc32)c(=O)n1C	0%	-23%	-2	-1%	0%	-5%	0.0%	20%	0	-1%	0%
O=C(COC(=O)/C=C/c1cccc(C(F)(F)F)c1)NCc1ccco1	?	-12%	0	nt	nt	-4%	-0.1%	nt	nt	-2%	0%
CCS(=O)(=O)Nc1cc2c3c(c1)CCC(=O)N3CCC2	-5%	18%	-1	-1%	nt	-2%	0.2%	7%	2	3%	2%
CCn1cc(/C=C(\NC(=O)c2ccc(OC)c(OC)c2)C(=O)NCCCO)c2ccccc21	1%	25%	?	1%	3%	0%	0.2%	-11%	-6	1%	-1%
COc1cc(C(=O)NCc2ccncc2)cc(OC)c1OC	-1%	-14%	5	12%	-4%	-1%	0.1%	16%	1	-1%	0%
COc1ccccc1N(Cc1ccccc1)S(=O)(=O)c1cccc(C(=O)Nc2ccccn2)c1	2%	7%	-23	1%	-12%	-6%	0.4%	nt	nt	-4%	10%
O=C(Cc1ccc(Cl)cc1)c1c[nH]c(C(=O)NCCCN2CCOCC2)c1	-19%	-12%	-15	9%	-19%	0%	-0.1%	-10%	2	-1%	-5%
CCOC(=O)N1CCN(Cc2nc3cc(NC(=O)CC(C)C)ccc3n2CC)CC1	-6%	-32%	4	nt	nt	0%	-0.3%	?	0	2%	-9%
Cc1ccc(Cl)cc1N1CCN(C(=O)c2ccc(CN3CCOCC3)cc2)CC1	-17%	4%	8	-3%	-2%	-4%	0.4%	0%	-2	3%	?
O=C(O)Cn1nc(-c2ccccc2)cc1-c1ccccc1	1%	-2%	10	3%	0%	-4%	-2.7%	-30%	4	102%	-2%
COc1ccc(C(C)NC(=O)C2CCCO2)cc1OC (stereo not drawn)	0%	-5%	10	-5%	0%	-4%	0.0%	-1%	-1	-1%	5%
